# PAX8 reporter = inhibitors of PAX8-driven TPO luciferase reporter, primary screen, RMG-I cells, single concentration; inhibition, % at 12.6 µM; SteadyGlo, 24 h; 360,000 compounds, 1.2% hits;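 active = mean replicate inhibition at least 60% with every replicate also reaching 60%; inconclusive = only one of the two criteria is met; inactive = mean below 60% and not all replicates reaching 60%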;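 also: luciferase light reporting Pax8 driven TPO promoter activity; plate controls were median of neutral control wells for no effect and mitoxantrone controls for full effect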
# DENV2 CPE = inhibitors of DENV2 cytopathic effect, primary screen, cell-based, plate reader, single concentration; DENV2-infected cells, cytopathic effect rescue; CPE inhibition, % at 9.99 µM; 350,000 compounds, 1.7% hits; AID 651640, 2012; in the data active = CPE inhibition above about 20%, passing the limit was not always enough; inconclusive = no clear call, values can overlap the other calls; tested in BHK-21 cells;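 also: 0% = median of neutral control wells and 100% = median of positive control wells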
# F508del corr = F508del CFTR correction, initial screen, CFBE line, single point | CFBE cells, YFP halide quenching; stimulated with forskolin plus potentiator P3; % fluorescence drop versus neutral controls | activity (quench increase), % at 7.58 µM | 350,000 compounds, 0.36% hits | AID 720511, 2013;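 active = mean added fluorescence quench of at least 8% versus neutral control, with both replicates also reaching 8%; inconclusive = only one of the mean or replicate conditions met; inactive = mean below 8% and not both replicates reaching 8%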;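 also: cells transiently co-express mutant CFTR-F508del with the halide-sensitive YFP; corrector assay measuring rescue of mutant channel to the surface after 24 h compound exposure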
# miR-122 sensor = miR-122 Renilla sensor signal increase in Huh7, primary screen, miR-122 inhibitor project, cell-based, single point, plate reader; Huh7 miR-122 Renilla luciferase sensor, 48 h; neutral wells = 0, positive control = 100; activation (reporter increase), % at 12.5 µM; 340,000 compounds, 0.3% hits; AID 602342, 2012;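 active = mean replicate activation score at least 90 and every replicate individually at or above 90; inconclusive = only one of the two criteria met; inactive = neither criterion met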;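 also: higher luciferase means less miR-122 activity so hits act as miR-122 inhibitors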
# EWS-Fli inh = EWS/Fli-driven NR0B1 reporter inhibitors, primary screen, A673 cells, NR0B1 luciferase, luminescence, MLPCN library; inhibition, % at 12.6 µM; 350,000 compounds, 0.67% hits; AID 651661, 2012; viability-normalised;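 active = mean inhibition of at least 50% after viability correction, with every replicate also passing that limit; inconclusive = mean reaches 50% but only one of two replicates passes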;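 also: firefly luciferase signal divided by Alamar Blue viability fluorescence both relative to DMSO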
# FN deposition inh = inhibitors of fibronectin matrix deposition, primary screen, AH1F cells, Alexa488-fibronectin fluorescence, plate reader; AH1F fibroblasts, overnight; inhibition, % at 12.6 µM; 350,000 compounds, 0.086% hits;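 active = mean inhibition across replicates of 30% or more, regardless of how many single replicates reach that level; inconclusive = mean under 30% yet at least half of replicates reach 30%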;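 also: positive control wells lacked labelled fibronectin entirely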
#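 test system = AH1F fibroblasts assembling fluorescent fibronectin matrix | quantity = 10000 AH1F cells per well | buffer or medium = DMEM plus 2% serum, read in PBS | doses = single dose, pinned | incubation = 1 h cell attachment, overnight exposure to compound and label | detection = fluorescence at 485 nm excitation, 525 nm emission | read-out basis = inhibition from reduced deposited-fibronectin fluorescence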
# GSIS activator = GLuc luminescence reporter in INS-1E cells, primary screen for activators of glucose-dependent secretion of insulin | INS-1E GLuc reporter insulin secretion, 2-3 h | 370,000 compounds, 0.61% hits | AID 743287, 2014 | activation, % at 16.6 µM;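 active = lowest replicate activation of at least 40%, so every replicate reaches that level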;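 also: 0% = median of neutral control wells and 100% = median of IBMX positive control wells; some compounds called inactive have numbers as strong as hits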
# An asterisk follows results filed as active; ? = inconclusive; . = no result given; & = joins results of further samples; [ ] = another dose, or the depositor's remark. Not a hit list; 3.9% or so of the library scored in one or more.
SMILES,PAX8 reporter,DENV2 CPE,F508del corr,miR-122 sensor,EWS-Fli inh,FN deposition inh,GSIS activator
COc1ccc(Nc2oc(COc3ccc(Cl)cc3)nc2C#N)cc1,26,.,.,-3,.,9,.
O=C(Nc1ccccc1F)N1C[C@@H]2[C@H](c3ccccc31)[C@@H](CO)N2C(=O)C1CC1,-36,3,-4.4,10[16.7 µM],-31,27,-2
COC(=O)c1ccc2nc(-c3ccc(C)cc3)c(Cc3cccc(F)c3)n2c1,2,8,1.8,.,6,-13,-5
COc1ccc(C(=O)N[C@H](C(=O)NC2CCCCC2)C(C)C)cc1,-3,-6,0.7,-1,7,-3,-1
O=C(Nc1cccnc1Cl)c1cc(-c2ccccc2O)on1,-166,-1,-0.8,-7,-7,0,-2
O=C1N(Cc2ccccc2)Cc2ccccc2[C@H]2OC(c3ccc(OCCCO)cc3)=N[C@@]12CCS(=O)(=O)c1ccccc1,1,10,0.9,.,-6,.,.
COc1ccc(C#Cc2cnc3c(c2)C(=O)N([C@H](C)CO)C[C@H](C)[C@H](CN(C)C(=O)c2ccccc2F)O3)cc1,.,18,6.4,0[16.7 µM],1,5,0
COc1ccc(OC)c(NC(=O)C2CCCN(S(C)(=O)=O)C2)c1 (stereo not given),-12,-1,3.2,-6,6,-3,-5
O=C1/C(=C/c2cccnc2)SC(=NCc2ccccc2)N1Cc1ccccc1,-17,15,-0.9,-7,12,-1,5
CCCCN1CC(C(=O)NCc2ccc(C)cc2)CC1=O (stereo not given),.,.,.,-3,.,-9,-3
O=C(N[C@@H]1CC[C@H](CCNC(=O)C2CC2)O[C@H]1CO)c1ccncc1,.,4,0.5,.,0,.,15
CCC1(CC)N=C(c2ccccc2)C(=S)N1,-2,6,-0.6,-2,8,-3,1
CN1CCN(C(=O)/C=C/c2ccc(Cl)c(Cl)c2)CC1,-47,6,-2.4,-3,-18,-1,6
CC1=C(C)CC(C(=O)NCc2cccc(Cl)c2)C(C(=O)O)C1 (stereo not given),38,-1,-7.7,6,0,-13,0
Cc1ccc2sc(N(CCCN(C)C)C(=O)c3ccc(Br)s3)nc2c1C,0,-3,0.7,-4,-4,11,8
O=C(NC1CCCC1)C1c2ccccc2OCC(=O)N1C1CC1 (stereo not given),-9,-5,1.6,.,-1,5,10
COc1ccc(C(C)(O)c2nc(-c3cc(F)cc(F)c3)cs2)cc1 (stereo not given),14,11,2.7,-1,-1,5,21
CN(N=Nc1cccc([N+](=O)[O-])c1)c1ccccc1,-40,10,0.7,-2,-82,-2,-10
O=C(N/N=C/C(Br)=C/c1ccccc1)c1cnccn1,11,-5,-3.1,.,-4,7,13
Cc1ccccc1C(=O)NNC(=O)C1CC(=O)N(c2ccc3c(c2)OCCO3)C1 (stereo not given),2,-3,-0.4,1,-5,-4,52
CCCN(CCC)CCCNC(=O)C1c2cc(OC)c(OC)cc2C(=O)N(C)C1c1cccnc1 (stereo not given),15,14,1.5,-3,0,-20,3
COc1ccc(NC(=O)Nc2ccc3c(c2)C(=O)N([C@H](C)CO)C[C@H](C)[C@@H](CN(C)C(=O)NC(C)C)OCCCC[C@@H](C)O3)cc1,9,3,0.8,4[16.7 µM],1,7,15
O=C(c1ccccn1)N1CC[C@@H]2[C@@H](CO)Nc3ccc(-c4cccc(F)c4)cc3[C@@H]21,0,-16,0.4,20[16.7 µM],-1,-26,-6
O=[N+]([O-])c1ccc(OCC(O)CN(C2CCCCC2)C2CCCCC2)cc1 (stereo not given),-6,7,.,-6,-5,-7,5
O=C(Nc1ccc(N2CCN(C(=O)c3cccs3)CC2)c(Cl)c1)c1ccco1,.,.,.,20,.,8,-3
SMILES,PAX8 reporter,DENV2 CPE,F508del corr,miR-122 sensor,EWS-Fli inh,FN deposition inh,GSIS activator
COc1cc2c(cc1OC)CN(C(=O)c1ccc(-c3ccccc3)cc1)CC2,-22,-5,0.3,-3,4,-1,3
CCCCC(=O)Nc1cccc(NC(=O)c2ccccc2Br)c1,.,.,.,-3,.,0,1
Fc1ccc(/C=N/Nc2ncnc3nc[nH]c23)cc1F,-89,-11,3.2,-6,-73,9,9
Cc1cccc(C(=O)NC2CCN(CC(=O)Nc3ccccc3Cl)CC2)c1,-14,-2,1.4,-10,9,3,.
CCOC(=O)N1CCN(S(=O)(=O)CCNC(=O)c2ccc(OC)cc2)CC1,4,-3,1.6,.,1,-4,5
Cc1nnc(N/N=C/c2ccc(O)c([N+](=O)[O-])c2)[nH]c1=O,2,.,.,1,.,1,14
COc1ccccc1C(=O)N1C[C@H]2[C@@H](c3ccccc31)[C@H](CO)N2C(=O)C1CCOCC1,6,-17,-2.6,20[16.7 µM],11,.,-1
Cc1nnc(NC(=O)C2CCN(C(=O)c3ccco3)CC2)s1,-3,7,-2.0,.,-6,-10,9
CCN1C[C@@H]2[C@@H]3C(=O)N(Cc4ccccc4)C(=O)[C@@H]3[C@](C)(C1=O)N2C(=O)c1ccc(F)cc1,6,.,-4.6,4,2,4,0
Cc1ccc(-c2cc(C(=O)NN=C3CCCC3)c3ccccc3n2)cc1,9,.,.,9,.,4,.
C=CCN1CCN(C(=O)c2c(-c3ccccc3)noc2C)CC1,5,19,3.2,-1,4,5,8
C=CCc1cccc(CNn2cnnc2)c1O,-3,4,0.3,-10,-1,7,-3
Cc1ccc(S(=O)(=O)Nc2ccc3c(c2)C(=O)N([C@@H](C)CO)C[C@H](C)[C@@H](CN(C)C(=O)Cc2ccccc2)OCCCC[C@H](C)O3)cc1,-12,-3,2.3,-5[16.7 µM],-4,-1,-16
Cc1ccc(S(=O)(=O)Nc2ccc3c(c2)C(=O)N([C@H](C)CO)C[C@H](C)[C@H](CN(C)C(=O)Nc2ccc(F)cc2)OCCCC[C@H](C)O3)cc1,29,3,-2.2,-7[16.7 µM],7,7,-14
c1coc(CNCCCN2CCOCC2)c1,.,.,.,-6,.,2,-2
COc1ccc(S(=O)(=O)N2CCCCCC2)cc1C(=O)N1CCCCC1,.,0,-1.3,4,0,-1,.
O=C(Nc1ccc(F)cc1)N1[C@@H]2CNC[C@H]1C2c1ccc(-c2cccnc2)cc1 (stereo not given in full),-9,15&-3,-2.3&-3.9,.,44,-4&2,-7&6
CC1=C(C(=O)N(C)C)CC(CC(=O)NCc2cccs2)C(=O)N1Cc1ccc(F)cc1 (stereo not given),-7,5,-4.4,4,2,2,6
CC1(C(=O)Nc2cccc(S(=O)(=O)N3CCOCC3)c2)Cc2ccccc2C(=O)O1 (stereo not given),13,3,-1.7,.,2,2,-9
Cc1c(C(=O)N(C)C(C)c2ccncn2)oc2c(F)cccc12 (stereo not given),-3,-3,0.8,-9,.,-4,-5
COc1ccc(C(=O)NC(=S)NCc2cccnc2)cc1OC,-13,-7,-1.0,-8,-4,6,9
COc1cc(C)c(S(=O)(=O)NCc2cccnc2)cc1C,5,3,-1.1,63,7,-5,-1
COc1ccc(N2CC(NC(=O)Nc3ccccc3)CC2=O)cc1 (stereo not given),4,-1,0.1,6,3,-2,-1
NNC(=O)c1ccc(COc2ccc(Br)cc2)o1,-1,-1,5.0,23,-3,-10,15
COc1ccc(CCNc2ccc(S(=O)(=O)N3CCN(C)CC3)cc2[N+](=O)[O-])cc1,10,0,0.6,.,10,9,4

# Brought forward from above: 2 entries, followed by the next part.
SMILES,PAX8 reporter,DENV2 CPE,F508del corr,miR-122 sensor,EWS-Fli inh,FN deposition inh,GSIS activator
NNC(=O)c1ccc(COc2ccc(Br)cc2)o1,-1,-1,5.0,23,-3,-10,15
COc1ccc(CCNc2ccc(S(=O)(=O)N3CCN(C)CC3)cc2[N+](=O)[O-])cc1,10,0,0.6,.,10,9,4
C[C@@H]1CN([C@H](C)CO)C(=O)c2cc(NS(=O)(=O)c3ccc(Cl)cc3)ccc2O[C@@H](C)CCCCO[C@H]1CN(C)S(=O)(=O)c1ccc(Cl)cc1,95*,54*,0.1,-16[16.7 µM],15,-15,-32
CC1=C(C(=O)NCCc2ccc(C)cc2)C2(CCC(C)CC2)OC1=O (stereo not given),-1,4,-4.6,0,-1,8,.
CC(C)c1nnc(NC(=O)C2CCCN2C(=O)Nc2ccccc2[N+](=O)[O-])s1 (stereo not given),-7,-4,-3.9,-3,0,4,11
COc1cccc(S(=O)(=O)N2C[C@@H](O)COC[C@@H]3O[C@H](CC(=O)Nc4ccccc4)CC[C@H]32)c1,12,9,-1.5,-2[16.7 µM],-19,-1,1
O=C(c1nc2ccccc2s1)N1CCSCC1,-58,.,.,-7,.,10,.
N#Cc1ccc(-c2ccc3nccn3c2)cc1,-28,4,0.6,1,-12,-1,7
CO[C@@H]1CN(C)C(=O)c2cc(NC(=O)C3CCOCC3)ccc2OC[C@@H](C)N(C)C[C@H]1C,-5,18,.,1[16.7 µM],0,-4,10
COc1cc(/C=N/NC(=O)C(=O)/C=C2\NC3(CCCC3)Cc3ccccc32)ccc1O,9,4,.,.,3,1,4
O=C(COC(=O)C1CCC1)NCc1ccccc1,-11,?,3.5,-1,3,-14,39
Cc1cc(C)n(CC(=O)N2CCCC(N3CCN(Cc4ccc5c(c4)OCO5)CC3)C2)n1 (stereo not given),1,13,2.5,-8,.,2,4
COc1cccc(C(O)c2nc(-c3ccccc3OC)cs2)c1 (stereo not given),-4,5,0.7,5,-6,.,.
CO[C@@H]1CN(C)C(=O)c2ccc(NC(=O)Nc3cccc(F)c3)cc2OC[C@H](C)NC[C@H]1C,2,-4,-0.1,.,-7,12&-4,-11&-6
COc1nc(-c2ccccc2)ccc1-c1noc(COc2ccccc2)n1,-47,.,.,-7,.,9,.
COc1cc(/C=N/NC(=O)c2cc(-c3ccc4c(c3)OCO4)n[nH]2)ccc1O,26,0,1.9,.,-29,.,13
COc1ccc(-c2csc(NC(=O)CCCc3nc4ccccc4c(=O)[nH]3)n2)cc1OC,-7,0,0.9,0,-4,2,-2
O=C(Nc1ccc(F)cc1)c1ccccc1Oc1ccc(C(F)(F)F)cc1[N+](=O)[O-],-3,.,.,.,.,-4,-31
CC(O)(c1cccc(F)c1)c1nc(-c2csc3ccccc23)cs1 (stereo not given),16,-6,-3.5,5,1,0,-14
CCCCCCCCN1C(=O)[C@@H](CC(=O)NCCCOCCCC)C[C@@]2(C(=O)OC)C1=C[C@H](C(C)(C)C)O[C@@H]2C,-10,-6,-5.8,.,18,5,-39
CCOc1cc(NC(=S)Nc2ccccc2)c(OCC)cc1NC(=O)c1ccc(OC)cc1,-45,.,.,1,.,7,.
COc1ccc(NC(=O)CCC(=O)N2CCOCC2)c([N+](=O)[O-])c1,-4,7,-2.8,.,.,.,3
COc1ccc(-c2noc3c2-c2nc(C4CCCCC4)sc2CC3)cc1,4,?,2.6,1,1,-14,.
CC(C)=CCN1CCN(Cc2ccc(C#CC(C)(C)O)s2)CC1CCO (stereo not given),8,3,-3.8,.,13,-1,9
COc1cc(C2Nc3cccc4cccc(c34)N2)ccc1O,27,-3,-5.0,-6,-24,-23,0

# Looked up by structure from the list above, two records:
SMILES,PAX8 reporter,DENV2 CPE,F508del corr,miR-122 sensor,EWS-Fli inh,FN deposition inh,GSIS activator
CC(O)(c1cccc(F)c1)c1nc(-c2csc3ccccc23)cs1 (stereo not given),16,-6,-3.5,5,1,0,-14
COc1ccc(NC(=O)CCC(=O)N2CCOCC2)c([N+](=O)[O-])c1,-4,7,-2.8,.,.,.,3

# Screens: PubChem BioAssay, Broad Institute
